PP1 counter: PP1-alpha phosphatase inhibitors, primary screen, counter-screen for PP5 inhibitor project, biochemical, fluorescence, OMFP substrate, single point. Serine/threonine-protein phosphatase PP1-alpha catalytic subunit (Homo sapiens), P62136. purified PP1alpha. inhibition, % at 6.7 µM. 0.9% of 320,000 active. AID 2235, 2010;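 active = inhibition above the mean inhibition of all tested compounds plus 3 SD, computed separately for each screening campaign, cut at about 15% in these data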
Target sequence (P62136 whole entry, looked up): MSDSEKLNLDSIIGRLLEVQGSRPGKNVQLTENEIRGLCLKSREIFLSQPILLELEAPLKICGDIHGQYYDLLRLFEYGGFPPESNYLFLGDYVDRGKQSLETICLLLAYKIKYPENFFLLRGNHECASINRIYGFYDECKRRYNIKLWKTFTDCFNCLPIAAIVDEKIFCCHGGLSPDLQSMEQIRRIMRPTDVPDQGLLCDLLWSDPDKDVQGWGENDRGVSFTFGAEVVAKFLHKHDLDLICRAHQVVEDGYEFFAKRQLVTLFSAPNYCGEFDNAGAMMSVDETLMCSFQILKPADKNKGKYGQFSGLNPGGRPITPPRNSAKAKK
Fh CTSL1 inh: Fasciola hepatica cathepsin L1 inhibitors, primary screen, counter-screen for PFM18AAP inhibitor project, biochemical, QFRET, fluorogenic peptide substrate; recombinant F. hepatica cathepsin L1, Z-Leu-Arg-MCA fluorescence; inhibition, % at 5.96 µM; 0.49% of 300,000 active;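 active = inhibition above the mean of all tested compounds plus 3 SD, set per screening campaign, cut at about 17% in these data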;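 note: 0% = plate median of test compound wells and 100% = 1 µM Z-Phe-Ala-diazomethylketone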
EBNA-1 inhibitor: EBNA-1 DNA-binding inhibitors, primary screen, biochemical, fluorescence polarization. inhibition, % at 14.8 µM. 0.34% of 300,000 active. AID 1950, 2009; in the data active = inhibition above about 28%
TPT1 inh: Candida albicans TPT1 enzyme inhibitors, primary screen, biochemical, fluorescence polarization | recombinant caTPT1, FP RNA substrate dephosphorylation | inhibition, % at 5 µM | AID 1962, 2009 | tRNA 2'-phosphotransferase TPT1 (Candida albicans SC5314) | 0.81% of 300,000 active;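 active = inhibition above the mean of all tested compounds plus 3 SD, set per screening campaign, cut at about 24% in these data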;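 note: plate controls were DMSO alone for no effect and ferristatin control at 100 nM for full effect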
ZTA counter: blocks Epstein-Barr virus ZTA, an EBNA-1 counter-screen | ZTA-DNA binding, fluorescence polarization | inhibition, % at 11 µM | 0.15% of 320,000 active; in the data active = inhibition above about 33%
Target sequence (P03206 whole entry, looked up): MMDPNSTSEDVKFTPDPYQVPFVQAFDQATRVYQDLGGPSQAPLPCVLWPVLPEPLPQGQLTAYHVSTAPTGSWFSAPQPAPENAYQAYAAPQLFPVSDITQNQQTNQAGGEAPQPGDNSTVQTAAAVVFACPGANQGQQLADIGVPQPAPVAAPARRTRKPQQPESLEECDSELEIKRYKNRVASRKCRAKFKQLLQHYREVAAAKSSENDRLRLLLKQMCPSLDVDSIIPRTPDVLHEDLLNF
PREPL inhibitor: PREPL enzyme inhibitors, primary screen, biochemical, fluorescence polarization; Prolyl endopeptidase-like (Homo sapiens), Q4J6C6; recombinant PREPL, fluorescence polarization activity-based probe; inhibition, % at 5.96 µM; 0.68% of 320,000 active; AID 2751, 2010; in the data active = inhibition above about 43%;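 note: 0% = enzyme with DMSO and 100% = wells lacking enzyme; many of its hits are not listed in these tables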
PP5 inh: PP5 phosphatase inhibitors, primary screen, biochemical, fluorescence | purified PP5c, OMFP substrate fluorescence | inhibition, % at 6.7 µM | Serine/threonine-protein phosphatase 5 (Homo sapiens), P53041 | 0.18% of 320,000 active;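 active = inhibition above the campaign's mean inhibition across all tested compounds plus 3 SD, cut at about 9.5% in these data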;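 note: 0% = DMSO only and 100% = 100 µM cantharidin control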
Target sequence (P53041 whole entry, looked up): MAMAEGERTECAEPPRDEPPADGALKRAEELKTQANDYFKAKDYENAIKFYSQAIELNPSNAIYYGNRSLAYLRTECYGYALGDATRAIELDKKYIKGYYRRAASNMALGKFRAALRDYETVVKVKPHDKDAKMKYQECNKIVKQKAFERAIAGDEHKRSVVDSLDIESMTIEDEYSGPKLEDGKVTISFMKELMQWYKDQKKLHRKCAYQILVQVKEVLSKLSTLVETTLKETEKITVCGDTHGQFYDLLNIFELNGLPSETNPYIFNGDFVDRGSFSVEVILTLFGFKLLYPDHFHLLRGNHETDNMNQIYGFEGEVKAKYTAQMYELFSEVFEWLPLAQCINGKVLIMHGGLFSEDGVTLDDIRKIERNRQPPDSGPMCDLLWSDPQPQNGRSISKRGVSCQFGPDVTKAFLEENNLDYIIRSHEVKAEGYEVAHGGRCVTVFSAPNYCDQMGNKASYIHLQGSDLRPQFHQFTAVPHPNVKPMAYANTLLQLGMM
core dimer inh: inhibitors of HCV core protein dimerization, primary screen, biochemical, TR-FRET, high-throughput; TR-FRET GST/Flag-core106 dimerization, 1536-well; inhibition, % at 5 µM; 0.33% of 300,000 active; AID 1899, 2009;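 active = inhibition above the mean of all tested compounds plus 3 SD, set per screening campaign, cut at about 45% in these data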
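System: GST/Flag-tagged HCV core106 proteins. Incubation: compound-protein-antibody incubation 4 h at 22.5 °C. Technique: HTRF with 340 nm excitation, 617/671 nm emission. Medium: KF-containing HEPES buffer, pH 7.45, DTT, CHAPS, BSA. Read-out: inhibition (%) from 671 over 617 nm ratio. Also added: Eu(K)-anti-GST 90 ng/mL plus XL665-anti-Flag 1 µg/mL.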
Efflux pump mplx: inhibitors of Candida efflux pumps in yeast, primary screen, S. cerevisiae, Nile Red, multiplex; S. cerevisiae Candida pump triplex; inhibition, % at 10 µM; 0.44% of 330,000 active; AID 485275, 2010;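 active = plate passing quality check with inhibition over a set limit, or well fluorescence over plate mean plus 4 SD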;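 note: Nile Red retained in pooled yeast measured as flow cytometry median fluorescence; 0% = buffer negative control and 100% = Enniatin B positive control; higher means more Nile Red kept so more efflux inhibition; some compounds called inactive have numbers as strong as hits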
Active calls of the source: *; . = no result given. An excerpt, so the mix of outcomes need not match the whole.

SMILES	PP1 counter	Fh CTSL1 inh	EBNA-1 inhibitor	TPT1 inh	ZTA counter	PREPL inhibitor	PP5 inh	core dimer inh	Efflux pump mplx
CC1(C(=O)O)Oc2cccnc2NC1=O (centres undefined)	-3	-2	4	-7	1	-2	-0.9	-1	0.0
CN(CC(=O)Nc1ccccc1Br)C(=O)CN(C)C1CCCCC1	-2	.	.	.	7	18	-0.6	.	0.0
O=C(NCCc1ccccn1)c1ccc(S(=O)(=O)N2CCCCCC2)cc1	-9	-3	-12	-2	6	4	2.2	0	0.2
COc1ccc(OCC(=O)Nc2ccc3c(c2)nc2n3CCSC2)cc1	4	1	-8	0	-3	10	1.1	5	-0.2
O=C(NCCCn1ccnc1)c1ccc(Cl)s1	-4	0	6	-3	-3	0	-2.9	0	0.0
COc1ccc(N2C(=O)c3ccc(C(=O)Nc4ccc(NC(C)=O)cc4)cc3C2=O)cc1	-1	3	15	-4	6	4	-0.9	2	-0.1
COc1ccc([C@H]2CC(=O)C=C(c3ccc4cc[nH]c4c3)C2)cc1	12	.	.	.	-14	5	0.3	.	0.4
CN1CCN(C(=O)c2ccc3c(=O)n(Cc4ccc(Cl)cc4)c(=S)[nH]c3c2)CC1	2	6	-7	0	-14	-5	1.7	0	0.4
COc1ccc(NC(=O)CSc2nnc(Cc3ccccc3)c(=O)n2N)cc1	-3	1	7	-1	-5	3	-1.7	-4	0.0
O=C(CCN1C(=O)/C(=C\C=C\c2ccccc2)SC1=S)Nc1ccc(C(=O)O)cc1	5	7	15	18	6	4	2.4	13	-0.1
O=C(Nc1ccccc1)Nc1ccc(NC(=O)c2ccccc2O)cc1	-3	7	1	-1	4	1	-0.6	-2	-0.1
Cc1nn(-c2ccccc2)c(Cl)c1/C=N/N1CCN(c2ccccn2)CC1	0	8	-3	1	16	13	0.2	8	0.0
C(=N\Nc1cc(N2CCCCC2)ncn1)/c1ccco1	-2	1	2	1	6	1	1.2	7	0.1
NNC(=O)CNc1cccc(Br)c1	-2	-6	-2	-4	-13	-1	2.5	2	-0.2
CC(NC(=O)COC(=O)CNC(=O)c1ccccc1Cl)C1CC2CCC1C2 (centres undefined)	-3	.	.	.	-15	12	-0.1	.	0.2
CS(=O)(=O)N(CC(O)Cn1c2ccccc2c2ccccc21)c1ccccc1 (centres undefined)	2	3	-1	-7	1	13	2.5	-3	0.1
Cc1nc2ccccc2n1CC(=O)NCCN1CCOCC1	-5	4	-14	4	5	9	2.5	3	0.1
Cn1c(=O)c2sccc2n2c(CCCC(=O)N3CCCCC3)nnc12	0	-2	2	-1	1	-1	-0.7	4	-0.5
Cc1ccc(S(=O)(=O)N2CCN(C(=O)COC(=O)C3CC3C)CC2)c(C)c1 (centres undefined)	-5	.	.	.	8	11	-0.9	.	0.0
COc1ccc2oc(=O)c(/C(C)=N/Nc3ccccc3)cc2c1	-4	4	-10	-2	-16	11	-0.7	6	0.1
CCCCC[n+]1ccn(C2=C([O-])c3ccccc3C(=O)/C2=N\S(=O)(=O)c2ccccc2)c1	0	6	8	-1	6	19	0.4	-8	0.0
Cc1ccc(NC(=O)CN2CCc3ccccc3C2)cc1C	-4	-3	1	0	3	-20	0.3	10	-0.1
COc1ccc(N2CCN(C(=O)CSc3nc4cc(OC)c(OC)cc4cc3C#N)CC2)cc1	8	1	0	-3	-4	10	3.6	53*	-0.1
COc1ccc(NC(=O)CSc2nc3ccsc3c(=O)n2Cc2ccccn2)c(OC)c1	-4	-3	0	5	8	1	1.4	2	0.1

Given in markdown: entries from further up
| canonical_smiles | PP1 counter | Fh CTSL1 inh | EBNA-1 inhibitor | TPT1 inh | ZTA counter | PREPL inhibitor | PP5 inh | core dimer inh | Efflux pump mplx |
| --- | --- | --- | --- | --- | --- | --- | --- | --- | --- |
| NNC(=O)CNc1cccc(Br)c1 | -2 | -6 | -2 | -4 | -13 | -1 | 2.5 | 2 | -0.2 |
| Cc1nc2ccccc2n1CC(=O)NCCN1CCOCC1 | -5 | 4 | -14 | 4 | 5 | 9 | 2.5 | 3 | 0.1 |
| Cc1ccc(S(=O)(=O)N2CCN(C(=O)COC(=O)C3CC3C)CC2)c(C)c1 (centres undefined) | -5 | . | . | . | 8 | 11 | -0.9 | . | 0.0 |

More results follow:
SMILES	PP1 counter	Fh CTSL1 inh	EBNA-1 inhibitor	TPT1 inh	ZTA counter	PREPL inhibitor	PP5 inh	core dimer inh	Efflux pump mplx
CCC1=Nc2cc(C(=O)NCCCOC(C)C)ccc2Sc2ccccc21	-1	3	8	-5	2	0	1.4	6	0.1
O=C(NNc1cc(Br)c(O)c(Br)c1)c1ccccc1	-2	5	15	-2	17	20	1.2	-14	0.0
Fc1cccc(Cl)c1Cn1nnc(-c2ccc(N3CCOCC3)cc2)n1	-3	2	5	-1	3	10	-0.4	1	-0.1
O=c1cc(-c2ccccc2)cc(-c2ccccc2)n1CCO	0	2	-1	-3	3	3	0.4	4	.
Cc1ccc(C(=O)Nc2nccs2)cc1	-5	3	-1	6	5	-22	-1.5	0	0.1
Cc1ccc(Nc2ncc3c(n2)CC(C)(C)CC3=O)cc1	0	2	0	0	-5	7	0.1	2	0.2
CCn1c(COc2ccccc2C)nnc1SCC(=O)N1CCC(C)CC1	-2	-6	-7	0	5	10	3.9	5	0.3
CN(CC(=O)Nc1ccc(F)cc1)CC(=O)NC1CCCCC1	-1	.	.	.	18	-3	-0.3	.	0.1
Cc1[nH]nc(SCC(=O)N2CCCC2)c1[N+](=O)[O-]	-3	-4	-4	3	-3	-1	0.9	-1	0.1
CCOc1ncccc1C(=O)OCC(=O)c1cccs1	0	0	-1	-1	-14	10	-0.1	0	-0.1
NC(=O)c1ccccc1NC(=O)c1ccc2c(c1)OCO2	0	9	3	0	-13	14	0.3	-4	0.3
CS(=O)(=O)N1N=C(c2ccc(Cl)cc2)CC1c1cccs1 (centres undefined)	2	0	3	-1	-22	-9	1.0	-4	-0.1
CC(C)(C)OC(=O)NCCCC[C@H](NC(=O)c1nc[nH]c1C(=O)NCc1ccc(CNC(=O)OC(C)(C)C)cc1)C(=O)OC(C)(C)C	2	2	9	-1	5	-7	7.0	7	0.1
N#Cc1c(-c2ccco2)cc(C2CC2)nc1N	2	3	7	6	27	0	-1.6	4	0.4
CC(Sc1nc2nn(-c3ccccc3)c(=O)c-2c2n1CCCCC2)C(N)=O (centres undefined)	-3	0	-6	-1	10	10	0.4	0	-0.1
Cc1ccc(NC(=O)CSc2nnc(-c3cnccn3)n2Cc2ccco2)cc1	0	3	0	-3	-4	-3	1.1	3	0.0
CCCCN1C2=NCCCN2c2ccccc21	3	1	-1	-1	-29	20	3.5	0	0.1
COc1ccc(N(CC(=O)NCCc2cccc(C)c2)S(=O)(=O)c2c(C)noc2C)cc1	-5	13	-1	-4	0	-43	-7.2	-9	0.2
Cc1nc(Nc2ccc3c(c2)OCCO3)c2oc3ccccc3c2n1	-1	-2	-1	0	20	18	1.3	-2	-0.1
c1ccc(-n2c(SCc3ccncc3)nnc2-c2ccco2)cc1	-1	-2	12	-1	14	5	-0.1	3	0.0
COC(=O)c1ccc(/C=N/OCC(=O)NCc2ccc(F)cc2)cc1	-1	-3	-5	3	-15	6	-0.8	-2	0.0
CCN(CC)C(=O)CCn1nc(-c2ccc(C)cc2)c2ccccc2c1=O	-12	1	-7	4	21	2	2.1	3	0.5
Cc1ccc(S(=O)(=O)NCCc2cccs2)cc1	-5	-7	-3	-1	-10	7	2.1	-2	0.0
CSc1nc(Sc2ccccc2)c2ccccc2n1	-1	-1	-2	-2	5	-6	1.6	16	0.0
Cc1cc(C)n(CCOc2ccc(Br)cc2)n1	-1	2	-3	-2	-5	-14	-0.5	1	0.0
CN(C)C(=O)CN(C)S(=O)(=O)c1ccc(Cl)cc1	-4	7	-14	-3	-10	14	1.6	3	-0.2
O=C(Nc1ccccc1C(=O)O)/C(=C/c1ccc([N+](=O)[O-])cc1)NC(=O)c1ccc(Br)o1	9	1	-3	3	12	9	-0.1	5	0.1
O=C(NC1CCCCC1)C(c1ccc(F)cc1)N(CCc1ccccc1)C(=O)CN1C(=O)c2ccccc2S1(=O)=O (centres undefined)	-2	1	-15	0	-3	2	0.6	-6	0.1
CCOC(=O)C1(CCc2ccccc2)CCN(C(=O)CN2C(=O)CSC2=O)CC1	0	1	-24	2	-8	-1	1.9	1	0.2
COc1ccc(OC)c(NC(=O)C2C3CC4OC(=O)C2C4C3)c1 (centres undefined)	3	0	-3	-3	-24	15	3.3	-4	0.0
Cc1ccc2c(COC(=O)c3ccccc3Cl)cc(=O)oc2c1	-1	1	-3	1	-4	-2	1.4	2	0.3
Cc1nc(N)sc1N=Nc1ccccc1C(F)(F)F	0	5	2	-1	-9	12	4.8	0	-0.1
O=C(Cn1cncn1)NCc1cccc(OC(F)F)c1	-5	-6	4	-2	-15	0	1.1	-2	0.0
COc1ccc(OC)c(NC(=S)NCCSc2ccc(C)cc2)c1	-1	0	7	-2	-16	20	2.1	-5	0.0
O=C(Nc1ccn(Cc2cccc3ccccc23)n1)c1cccnc1	4	-2	-12	0	-1	6	1.9	12	0.0
CCCN(CCC)CCNC(=O)c1cc2c(C)nc3ccccc3c2o1	0	-5	-5	0	-8	-7	-0.8	5	0.2
CCC(C)C(Nc1ncnc2scc(-c3ccccc3)c12)C(=O)O (centres undefined)	1	0	1	-1	9	-13	-0.8	1	0.0
CN(NC(=S)Nc1ccc(OC(F)F)cc1)C(=S)Nc1ccc(OC(F)F)cc1	0	4	3	0	-8	7	1.8	-13	-0.1
CCCOc1ccc(/C(O)=C2/C(=O)C(=O)N(c3ccccn3)C2c2ccc(OC)cc2)cc1C (centres undefined)	31*	2	19	-1	-7	31	-1.1	22	-0.5
CC(=O)O/N=C(\N)Cc1ccc(-c2csnn2)cc1	-4	-8	-7	2	-1	-1	-1.2	2	-0.1
Cn1c(/N=C/c2c(O)ccc3ccccc23)nc2ccccc21	0	0	-6	-2	-5	22	3.9	-2	-0.1
Cc1ccccc1NC(=O)Cc1nc(CCl)cs1	-2	-3	-7	-1	-6	-2	2.4	0	1.5
COc1ccc(N=Nc2nc(-c3ccccc3)c(-c3ccccc3)[nH]2)cc1	4	5	8	31*	4	12	1.6	13	-1.0
CCCCN1C(=O)NC(NC(=O)c2ccco2)(C(F)(F)F)C1=O (centres undefined)	-2	0	0	0	-8	12	-1.2	-3	0.1
COC(=O)c1ccc(-n2c(C)cc(/C=N/n3cnnc3)c2C)cc1	0	5	3	-2	-1	0	0.2	-4	0.0
O=C(Nc1nnc(SCC(=O)N2CCCCC2)s1)c1ccc(F)cc1F	1	3	-17	0	-5	5	3.7	-4	0.3
Cc1cc(NC(=O)C2CCCN(S(=O)(=O)c3c(C)noc3C)C2)n[nH]1 (centres undefined)	-1	1	4	-1	-8	-7	0.6	-5	0.2
CSc1ccc(Cn2nnc(C(=O)NCc3ccccc3)c2N)cc1	-5	2	-7	-3	2	-7	1.7	3	0.0
C=CCn1c(=O)c2ccccc2n2c(SCC(N)=O)nnc12	-2	7	10	-2	8	-1	1.3	4	-0.2
COc1ccc2cc(C3(C)NC(=O)N(CC(=O)NCc4ccco4)C3=O)ccc2c1 (centres undefined)	3	2	-16	0	-3	8	4.2	-9	0.4
C=C(C)Cn1c(-c2cccc([N+](=O)[O-])c2)n[nH]c1=S	0	1	8	0	1	14	-0.5	-4	-0.2

High-throughput results as filed in PubChem.
